ARFGAP1 inhibitor: inhibitors of rat ARFGAP1 GAP activity, primary screen, biochemical, fluorescence polarization, GDP tracer. ADP-ribosylation factor GTPase-activating protein 1 (Rattus norvegicus), Q62848. AID 651572, 2012. inhibition, % at 16.5 µM. Arfgap1-stimulated ARF1 GTP hydrolysis, GDP FP detection. 360,000 compounds, 0.26% hits;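 active = inhibition above a per-plate limit, mean inhibition of low control wells plus 3 SD, cut at about 25% in these data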;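 note: 0% = DMSO wells with enzyme and 100% = wells lacking Arfgap1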
Target sequence (Q62848 1-136 limits assumed): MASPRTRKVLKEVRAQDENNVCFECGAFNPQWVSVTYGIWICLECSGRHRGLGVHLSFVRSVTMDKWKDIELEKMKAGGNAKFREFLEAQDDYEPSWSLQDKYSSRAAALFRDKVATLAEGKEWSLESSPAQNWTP
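System: truncated rat Arfgap1 GAP domain / Benchmarks: high control wells lacking Arfgap1, low control full reaction with DMSO / Times: compound-enzyme preincubation 20 min, reaction 120 min, detection 60 min, 25 °C / Repeats: one replicate per compound / Also added: human ARF1(Δ1-17)-GTP substrate / Measured by: Tracer-displacement fluorescence polarization with EDTA stop, 620/688 nm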
HGIII-sPLA2 inh: human group III sPLA2 inhibitors, primary screen, biochemical, QFRET, BODIPY PC-A2 liposome substrate. 370,000 compounds, 0.56% hits. Group 3 secretory phospholipase A2 (Homo sapiens), Q9NZ20. inhibition, % at 12.2 µM. QFRET BODIPY PC-A2 liposome hydrolysis, fluorescence;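 active = inhibition above mean plus 3 SD of compounds lying within the high and low control bounds, cut at about 19% in these data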;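 note: 0% = median of test compound wells and 100% = no enzyme DMSO wells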
NPR2 activator: human GC-B receptor activators, primary screen, HEK293 GC-B cells, cGMP TR-FRET, EC30 CNP. activation, % at 10 µM. 370,000 compounds, 0.11% hits. Atrial natriuretic peptide receptor 2 (Homo sapiens), P20594. AID 1920062, 2024. 0% at EC30 CNP, 100% saturating CNP;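 active = activation at 10 µM reaching about 35% in either raw or pattern-adjusted values, limit read from the data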
ADAM10 inh: human ADAM10 inhibitors, primary screen, biochemical, QFRET, HTS | Disintegrin and metalloproteinase domain-containing protein 10 (Homo sapiens), O14672 | recombinant ADAM10, EDANS/DABCYL FRET peptide cleavage, 3 h | inhibition, % at 7 µM | 370,000 compounds, 0.62% hits | AID 720582, 2013;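 active = inhibition above a per-campaign cutoff equal to the mean of compounds falling between control-based bounds plus 3 SD, cut at about 20% in these data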;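 note: 0% = DMSO wells while the 100% control is not disclosed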
ASAP1 inh: inhibitors of human ASAP1 ArfGAP activity, primary screen, biochemical, fluorescence polarization | inhibition, % at 16.5 µM | ASAP1-stimulated ARF1 GTP hydrolysis, GDP FP detection | AID 624377, 2012 | Arf-GAP with SH3 domain, ANK repeat and PH domain-containing protein 1 (Homo sapiens), … | 360,000 compounds, 0.19% hits; in the data active = inhibition above about 25%;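 note: 0% = vehicle with enzyme and substrate and 100% = no enzyme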
Target sequence (Q9ULH1 325-724 limits assumed): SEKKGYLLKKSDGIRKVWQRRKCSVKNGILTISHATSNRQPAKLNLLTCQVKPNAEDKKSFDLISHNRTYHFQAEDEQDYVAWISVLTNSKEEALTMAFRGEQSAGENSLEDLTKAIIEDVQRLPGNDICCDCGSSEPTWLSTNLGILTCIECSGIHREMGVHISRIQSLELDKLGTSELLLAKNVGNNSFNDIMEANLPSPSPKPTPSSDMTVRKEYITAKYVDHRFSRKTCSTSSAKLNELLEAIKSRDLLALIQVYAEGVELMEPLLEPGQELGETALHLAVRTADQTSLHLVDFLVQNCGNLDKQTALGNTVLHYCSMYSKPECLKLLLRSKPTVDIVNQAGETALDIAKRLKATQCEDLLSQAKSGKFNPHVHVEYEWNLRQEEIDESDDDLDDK
Tn6 DDE FP: inhibitors of Tn6 peptide binding to fibrin DD(E), primary screen, biochemical, fluorescence polarization, human fibrin, Tn6 probe; Fibrinogen beta chain (Homo sapiens), P02675; Fibrin DD(E) TRITC-Tn6 fluorescence polarization displacement; inhibition, % at 8.3 µM; 370,000 compounds, 0.21% hits; AID 720509, 2013;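 active = inhibition above a per-campaign cutoff: mean of compounds within control limits plus 3 SD, cut at about 15% in these data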;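 note: 0% = median of all compound wells on the plate and 100% = blocking peptide control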
rCAG binder: binders of r(CAG) RNA repeats, primary screen, biochemical, fluorescence; r(CAG) RNA repeat, TO-PRO-1 dye displacement fluorescence; inhibition, % at 3 µM; 370,000 compounds, 1.3% hits; AID 651821, 2012;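 active = inhibition above the plate cutoff, the mean of all test compounds on that plate plus 3 SD, cut at about 35% in these data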;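 note: 0% = DMSO alone and 100% = 100 µM mitoxantrone as full dye displacement; higher means more dye released from RNA so lower well fluorescence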
GC-A act: GC-A stimulated cGMP production enhancers – HEK293 GC-A cells, cGMP TR-FRET, EC30 ANP, primary screen. 0% at EC30 ANP, 100% saturating ANP. Atrial natriuretic peptide receptor 1 (Homo sapiens), P16066. AID 1671463, 2021. activation, % at 10 µM. 370,000 compounds, 0.14% hits; in the data active = activation above about 40%
KLK7 zymogen act: proKLK7 zymogen activators, primary screen, biochemical, fluorescence intensity | Kallikrein-7 (Homo sapiens), P49862 | purified proKLK7, EDANS-DABCYL substrate fluorescence; 100% is mature enzyme control, 0% vehicle | activation, % at 7 µM | 370,000 compounds, 0.9% hits | AID 652039, 2013;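 active = activation above the mean of all tested compounds plus 3 SD, computed per campaign excluding outliers beyond control limits, cut at about 13% in these data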
Target sequence (P49862 whole entry, looked up): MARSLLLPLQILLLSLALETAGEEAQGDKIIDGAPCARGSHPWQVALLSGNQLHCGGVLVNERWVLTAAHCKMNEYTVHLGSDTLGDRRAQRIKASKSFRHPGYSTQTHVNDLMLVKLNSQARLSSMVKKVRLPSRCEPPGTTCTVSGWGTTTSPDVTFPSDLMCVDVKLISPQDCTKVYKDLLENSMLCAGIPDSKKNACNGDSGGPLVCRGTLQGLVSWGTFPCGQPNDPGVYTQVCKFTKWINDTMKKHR
FXN GAA850 act: FXN promoter activators, primary screen, cell-based, luciferase luminescence, HEK293 lucGAA850 | HEK293 lucGAA850 FXN promoter luciferase reporter, 24 h; percent of 10 µM SAHA response | activation, % at 6 µM | 360,000 compounds, 0.56% hits;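 active = activation above the average of all compounds screened plus 3 SD, cutoff fixed separately per campaign, cut at about 7.5% in these data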;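 note: 0% = DMSO wells and 100% = 10 µM SAHA wells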
* = called active by the depositor; · = not tested or not shown.

The line under a structure holds: ARFGAP1 inhibitor	HGIII-sPLA2 inh	NPR2 activator	ADAM10 inh	ASAP1 inh	Tn6 DDE FP	rCAG binder	GC-A act	KLK7 zymogen act	FXN GAA850 act
Cc1ccc(S(=O)(=O)N2CCCCC2)cc1NC(=O)CNC(C)c1ccc(Cl)c(Cl)c1 (stereo not given)
    1	-22	-3	11	-8	1	4	-7	0.5	-0.8
CCOC(=O)c1c(S(=O)(=O)N(C)Cc2ccccc2)c(C)n(C)c1C
    -2	0	-1	12	6	3	-2	2	-0.1	0.1
NC(=O)c1ncn([C@@H]2O[C@H](C(=O)N[C@H](Cc3ccccc3)C(=O)N3CCN(CC(=O)Nc4ccccn4)CC3)[C@@H](O)[C@H]2O)n1
    7	2	2	-10	-16	-12	0	0	0.3	·
CCCN(Cc1cc(=O)[nH]c2ccccc12)C(=O)CC
    6	4	-2	-17	7	-3	-4	2	-0.1	-1.4
CCn1cc(CCCC(=O)NCc2ccc(OC)cc2)c2ccccc21
    -7	-13	-7	-1	-2	6	-1	-1	0.0	-0.9
CCCNC(=O)N1CCC(C(=O)c2ccc(Cl)cc2)CC1
    0	10	-6	10	8	-3	3	0	-0.1	3.3
CC(=O)Nc1ccc(C(=O)Nc2nc(-c3cc(C)n(Cc4ccccc4)c3C)cs2)cc1
    11	0	-7	4	6	-6	52*	-5	-0.9	3.5
O=C(N/C(=C/c1cccs1)c1nc2ccccc2[nH]1)c1ccccc1
    12	3	7	-16	-7	0	0	-2	0.5	-4.3
COc1cccc(C(=O)C2CCCN(Cc3ccc(OC)c(Cn4cncn4)c3)C2)c1 (stereo not given)
    -7	-8	-4	-10	-4	-3	-8	-4	0.2	0.8
COCCCNC(=S)NNC(=O)c1ccc(C(C)(C)C)cc1
    14	8	-12	-2	-1	4	-1	0	0.3	1.7
CCCn1nc(C(=O)Nc2ccc3nc(N4CCOCC4)sc3c2)ccc1=O
    0	-1	4	-4	-7	-2	0	1	0.1	0.2
COc1ccc(OC)c(S(=O)(=O)N2CCCC(c3noc(-c4ccc(C)cc4)n3)C2)c1 (stereo not given)
    ·	0	-2	2	·	-2	3	1	0.9	·
Cc1cc(-c2n[nH]c(=S)n2N=Cc2cccc(OCc3ccccc3)c2)n[nH]1
    ·	2	-20	1	·	-1	30	0	-0.7	·
O=S(=O)([O-])CCC[N+]1(CC#Cc2ccccc2)CCCCC1
    -19	2	-3	-6	1	2	-2	1	-0.4	1.8
CC(C)N=C1NN=C(c2ccc(Cl)c(Cl)c2)CS1
    2	0	-4	-8	-3	-3	6	3	0.5	5.2
Cc1cc(/C=N/n2cnnc2)c(C)n1-c1ccc2ncccc2c1
    19	10	-4	-16	-17	-13	1	-3	-0.3	1.1
C/C(=N/OC(=O)c1c(F)cccc1F)c1nccs1
    6	-1	-1	0	0	13	-1	6	-0.1	3.8
O=C1CN(c2nc3nonc3nc2N2CCCCC2)CCN1
    5	-1	-2	4	0	1	2	2	0.5	0.7
Oc1ccccc1-c1nnc(COc2ccc(Cl)cc2Cl)o1
    5	13	-8	-4	0	5	5	1	0.0	1.6
Cc1cccc(Cn2c(C(C)(C)C)cc3cccnc32)c1
    10	10	-15	-24	14	-8	1	-27	1.2	0.6

Taken from above, two compounds:
The line under a structure holds: ARFGAP1 inhibitor	HGIII-sPLA2 inh	NPR2 activator	ADAM10 inh	ASAP1 inh	Tn6 DDE FP	rCAG binder	GC-A act	KLK7 zymogen act	FXN GAA850 act
Cc1ccc(S(=O)(=O)N2CCCCC2)cc1NC(=O)CNC(C)c1ccc(Cl)c(Cl)c1 (stereo not given)
    1	-22	-3	11	-8	1	4	-7	0.5	-0.8
CCOC(=O)c1c(S(=O)(=O)N(C)Cc2ccccc2)c(C)n(C)c1C
    -2	0	-1	12	6	3	-2	2	-0.1	0.1

The listing picks up, starting five compounds before the break.
The line under a structure holds: ARFGAP1 inhibitor	HGIII-sPLA2 inh	NPR2 activator	ADAM10 inh	ASAP1 inh	Tn6 DDE FP	rCAG binder	GC-A act	KLK7 zymogen act	FXN GAA850 act
Cc1cc(/C=N/n2cnnc2)c(C)n1-c1ccc2ncccc2c1
    19	10	-4	-16	-17	-13	1	-3	-0.3	1.1
C/C(=N/OC(=O)c1c(F)cccc1F)c1nccs1
    6	-1	-1	0	0	13	-1	6	-0.1	3.8
O=C1CN(c2nc3nonc3nc2N2CCCCC2)CCN1
    5	-1	-2	4	0	1	2	2	0.5	0.7
Oc1ccccc1-c1nnc(COc2ccc(Cl)cc2Cl)o1
    5	13	-8	-4	0	5	5	1	0.0	1.6
Cc1cccc(Cn2c(C(C)(C)C)cc3cccnc32)c1
    10	10	-15	-24	14	-8	1	-27	1.2	0.6
Cc1ccc(NC(=O)N(CCC(=O)O)Cc2ccccc2)cc1
    11	-7	1	-2	12	7	-6	-1	-0.3	-0.5
CCOC(=O)c1cn(Cc2ccccc2)nn1
    0	10	3	-1	-10	-5	-2	-4	0.4	2.4
O=C(COC(=O)CNC(=O)c1ccc(Cl)c([N+](=O)[O-])c1)NNC(=O)c1cccs1
    -12	0	-5	3	3	1	2	0	0.7	-2.1
COc1ccc(-c2nnc3n(CCc4ccccc4)c(=O)c4ccccc4n23)cc1OC
    2	-1	6	5	7	-1	-2	3	-0.7	0.1
CC(C)(C)c1ccc(S(=O)(=O)NCC(=O)N2CCCC2)cc1
    3	-3	0	-3	6	2	-4	5	-0.1	0.0
O=C(COC(=O)Cn1cnc2ccccc2c1=O)Nc1cc(Cl)ccc1[N+](=O)[O-]
    -2	3	-2	0	-1	-4	4	-6	1.9	2.3
COc1ccc(OC)c(S(=O)(=O)n2cnc3cc(C)c(C)cc32)c1
    8	-13	-4	6	13	5	0	-13	0.6	4.3
CCSc1nnc(C)c2ccccc12
    1	4	-7	10	-7	-7	3	7	-0.7	-0.2
CCCCCc1c(C)nc(N2CCc3ccccc3C2)[nH]c1=O
    8	-4	-1	10	12	-8	2	3	0.6	0.5
O=C(Oc1ccc(OC(=O)C2CCC2)cc1)C1CCC1
    -5	14	6	1	-2	-2	-7	3	-0.1	1.6
C=CCn1c(Cc2cccs2)nnc1SCC(=O)c1ccc(F)cc1
    -3	-44	1	7	2	-3	1	1	0.0	1.3
CN(C)c1ncnc2c1ncn2C1CCCCO1 (stereo not given)
    -14	0	-4	-8	0	-3	2	-3	0.5	1.4
CCOC(=O)Cc1csc2nc(-c3ccccc3)cn12
    -7	-24	5	12	-9	2	3	7	0.5	·
O=C(OCc1ccccn1)c1ccc(COc2ccccc2Cl)o1
    -11	-17	2	10	-3	2	-2	16	0.3	-1.2
CC(c1ccccc1)N1CC[C@H]2C=CC[C@@H](C(=O)Nc3ccc(F)c(F)c3)[C@H]2C1=O (stereo not given in full)
    ·	-6	5	-3	·	0	·	0	·	·
COc1ccc(-c2cc(C(=O)N3CCCCCC3)c3ccccc3n2)cc1OC
    -12	2	2	-96	-1	-1	1	5	2.5	-2.9
COc1cccc(NC(=O)C2CCN(S(=O)(=O)c3ccc4[nH]c(=O)ccc4c3)CC2)c1
    3	-1	-5	1	13	4	5	1	0.6	2.7
CCn1cc(CN2N=C(C)CC2c2ccccc2)c(C)n1 (stereo not given)
    -4	5	-1	-1	-5	-1	-2	3	-0.6	0.3
CCOC(=O)c1nc(C)c(C(C)=O)s1
    6	6	-1	5	11	-5	2	-1	0.0	0.2
O=C(NCCc1cccs1)C1CCC(=O)N(CCc2cccc(F)c2)C1 (stereo not given)
    19	0	2	1	-17	8	-3	0	0.7	0.2

(more compounds)
The line under a structure holds: ARFGAP1 inhibitor	HGIII-sPLA2 inh	NPR2 activator	ADAM10 inh	ASAP1 inh	Tn6 DDE FP	rCAG binder	GC-A act	KLK7 zymogen act	FXN GAA850 act
COc1cc(NC(=O)CN(C)C2CCCCC2)c(C)cc1[N+](=O)[O-]
    -5	-1	-2	-2	-2	9	-4	2	0.0	3.2
COC(=O)c1c(C)[nH]c(C(=O)/C=C/c2ccccc2F)c1C
    -13	0	-6	-6	6	0	0	1	0.0	4.6
CCOc1cccc(C(=O)NC(=S)Nc2ccc(N3CCCC3)cc2)c1
    9	-2	-1	5	-20	2	6	4	0.9	0.8
COc1ccc(C(=O)NC(=S)NCc2ccco2)cc1Br
    19	3	1	-5	25	2	3	4	0.2	-0.9
CCn1c(SCc2ccccc2)nc2cc(S(N)(=O)=O)ccc21
    0	2	1	11	5	-4	2	-4	0.2	1.6
COc1ccc(N(CC(=O)NCc2ccco2)S(C)(=O)=O)cc1Cl
    -13	-2	2	-1	-6	10	7	-1	-0.2	1.5
COCCn1c(SCC(=O)Nc2cccc(OC)c2)nnc1-c1ccccc1
    -4	-5	5	13	-12	2	-3	-1	-0.1	0.5
COc1ccc(OCC(=O)NS(=O)(=O)c2ccc(Cl)cc2)cc1
    2	-8	-2	-9	7	8	4	3	0.2	0.0
O=C(CCc1nnc(C2CCCCC2)o1)NCc1cccc(-n2cccn2)c1
    13	3	-1	12	12	-10	-7	-3	0.3	0.9
CCN(CC)c1ccc(NC(=O)Nc2ccc(C(C)=O)cc2)cc1
    2	-6	1	6	-2	0	2	0	-0.2	0.5
CN1C2CCC1CC(NS(=O)(=O)c1cc(Cl)c(Cl)cc1Cl)C2 (stereo not given)
    -5	1	-3	-5	5	-5	1	0	0.1	3.4
Cc1ccc(N2CC(NC(=O)C(=O)c3c(C)[nH]c4ccccc34)CC2=O)cc1 (stereo not given)
    -3	-6	-2	0	-18	2	-1	0	0.0	-2.1
O=C(Nc1cc(Cl)ccc1-n1cncn1)c1ccccc1OC(F)F
    0	10	-6	-4	-8	6	-3	-1	0.5	1.9
CCn1c(SCc2ccc(C(=O)Nc3nccs3)cc2)nnc1-c1ccc(NC(C)=O)cc1
    6	-16	-6	0	-5	-5	1	0	1.1	0.0
Cc1ccccc1OCCCC(=O)Nc1ccc2c(c1)OCO2
    1	-8	-4	4	4	-3	2	-2	0.6	-0.4

High-throughput results (PubChem)
